BioA inh – M. tuberculosis BioA enzyme inhibitors, primary screen, biochemical, plate reader, single point, HTS; 7,8-diaminopelargonic acid synthase BioA (Mycobacterium tuberculosis); purified M. tuberculosis BioA enzyme; inhibition, % at 9.99 µM; 360,000 tested, 0.096% active; AID 602481, 2012; in the data active means inhibition above about 40%; inconclusive means no clear call, values can overlap the other calls
GDH-TPI inh – GDH-TPI coupling enzyme inhibitors, primary screen, artefact control for M. tuberculosis FBA inhibitor project, biochemical, absorbance, full deck. GDH-TPI coupled enzyme counterscreen, NADH absorbance. inhibition, % at 4.8 µM. 360,000 tested, 1.2% active. AID 588335, 2011; in the data active means inhibition above about 30%;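 further: 0% = DMSO wells and 100% = wells lacking the enzyme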
UGM FP inh – M. tuberculosis UGM enzyme inhibitors, primary screen, biochemical, fluorescence polarization, single point | UDP-galactopyranose mutase (Mycobacterium tuberculosis (strain ATCC 25618 / H37Rv)), … | purified UGM, fluorescence polarization probe displacement | inhibition, % at 10 µM | 320,000 tested, 0.06% active | AID 504406, 2011; in the data active means inhibition above about 10%, passing the limit was not always enough; inconclusive means no clear call, values can overlap the other calls
PfHsp40 rescue – rescue of yeast from PfHsp40 toxicity, primary screen, S. cerevisiae, ATP luminescence; S. cerevisiae expressing PfHsp40, growth rescue; 340,000 tested, 0.68% active; growth rescue, % at 12.5 µM; in the data active means growth rescue above about 28%, passing the limit was not always enough; inconclusive means no clear call, values can overlap the other calls;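 further: yeast W303a lacking pdr1 and pdr3 grown in galactose medium; growth measured after three days at 30 °C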
BoNT-F LC inh – BoNT/F light chain protease inhibitors, primary screen, biochemical, flow cytometry, MLPCN library | Multiplex microsphere protease cleavage assay | inhibition, % at 10 µM | 360,000 tested, 0.22% active; in the data active means inhibition above about 35%, passing the limit was not always enough; inconclusive means no clear call, values can overlap the other calls; further: plate controls were buffer without enzyme for full effect and enzyme alone for no effect
BoNT A protease – BoNT/A light chain protease inhibitors, primary screen, biochemical, flow cytometry, MLPCN library; Botulinum neurotoxin type A light chain protease (Clostridium botulinum A str. ATCC 3502); multiplex microsphere protease substrate cleavage; inhibition, % at 10 µM; 360,000 tested, 0.17% active; further: plate controls were buffer without enzyme for full effect and enzyme alone for no effect
Mtb FBA inh – Mtb FBA enzyme inhibitors, primary screen, biochemical, fluorescence, strain H37Rv; purified M. tuberculosis FBA, fluorescence read-out; inhibition, % at 1 µM; 360,000 tested, 2.3% active; AID 588726, 2011; in the data active means inhibition above about 27%;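 further: 0% = vehicle and 100% = reference inhibitor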
Anthrax LF prot – Bacillus anthracis LF protease inhibitors, primary screen, biochemical, multiplex microsphere, MLPCN library; AID 588501, 2011; 360,000 tested, 0.12% active; multiplex microsphere protease cleavage assay; inhibition, % at 10 µM; Lethal factor (Bacillus anthracis), P15917; further: plate controls were buffer without enzyme for full effect and enzyme alone for no effect
Target sequence (P15917 whole entry, looked up): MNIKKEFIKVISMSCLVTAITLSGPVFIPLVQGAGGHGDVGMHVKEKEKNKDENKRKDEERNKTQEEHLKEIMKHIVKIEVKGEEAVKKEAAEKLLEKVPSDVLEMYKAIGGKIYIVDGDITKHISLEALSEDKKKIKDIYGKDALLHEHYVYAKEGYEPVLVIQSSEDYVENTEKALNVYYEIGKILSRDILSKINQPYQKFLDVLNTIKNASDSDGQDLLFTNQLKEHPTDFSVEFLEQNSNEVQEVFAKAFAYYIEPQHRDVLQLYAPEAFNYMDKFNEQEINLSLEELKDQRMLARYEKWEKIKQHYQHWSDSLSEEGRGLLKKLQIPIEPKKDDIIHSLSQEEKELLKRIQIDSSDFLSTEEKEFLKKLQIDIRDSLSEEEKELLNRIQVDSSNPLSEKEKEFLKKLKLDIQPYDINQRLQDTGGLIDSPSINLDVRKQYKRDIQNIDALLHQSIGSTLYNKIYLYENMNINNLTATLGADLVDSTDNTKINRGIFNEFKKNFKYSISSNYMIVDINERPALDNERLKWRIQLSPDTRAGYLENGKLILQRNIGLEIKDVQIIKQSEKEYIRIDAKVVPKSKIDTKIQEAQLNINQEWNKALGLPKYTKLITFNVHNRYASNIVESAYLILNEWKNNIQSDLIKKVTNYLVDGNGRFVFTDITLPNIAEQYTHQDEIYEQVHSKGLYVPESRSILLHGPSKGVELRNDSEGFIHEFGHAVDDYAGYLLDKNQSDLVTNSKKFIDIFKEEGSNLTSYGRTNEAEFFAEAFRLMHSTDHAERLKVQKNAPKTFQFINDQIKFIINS
FadD28 binding – inhibitors of FadD28 bisubstrate probe binding, primary screen, biochemical, fluorescence polarization, single point; 360,000 tested, 0.22% active; AID 588549, 2011; Mycobacterium tuberculosis FadD28 fatty-acid-AMP ligase; inhibition, % at 12.5 µM; in the data active means inhibition above about 8.5%, passing the limit was not always enough; inconclusive means no clear call, values can overlap the other calls
* hit, by the source's call; ? = inconclusive; / = not tested or not shown; & = joins results of further samples. Unless noted, no stated cut-off is given here; in the data, active means inhibition above about 30%; inconclusive means no clear call, values can overlap the other calls; inactive means below that.

Structure	BioA inh	GDH-TPI inh	UGM FP inh	PfHsp40 rescue	BoNT-F LC inh	BoNT A protease	Mtb FBA inh	Anthrax LF prot	FadD28 binding
Cc1cc(C(=O)O)ccc1N/C=C1\CCCC(C)C1=O (stereo unspecified)	-0.3	27	-4.0	0.9	0	0.0	2	-3	0.0
CCOc1ccccc1/C=N\Nc1cnn(Cc2ccccc2)c(=O)c1Cl	/	19	-0.2	0.3	-2	1.1	-1	-2	-4.2
O=C(CCc1ccccc1)Nc1ccccc1[N+](=O)[O-]	/	1	-3.3	0.0	3	-0.1	0	-1	-1.5
Cc1ccc(-c2csc(NC(=O)COc3ccc(N(C)S(=O)(=O)c4ccc(C)cc4)cc3)n2)cc1	/	7	1.6	-2.6	-7	-0.6	0	-2	-1.3
CCOC(=O)c1cccc(S(=O)(=O)N(CCO)Cc2cc3cc(OC)c(OC)cc3[nH]c2=O)c1	0.1	27	0.3	0.4	-1	-1.1	1	3	0.0
Cc1ccc(C2=NS(=O)(=O)N(C)C(C(=O)N(C)C3CCCCC3)=C2)cc1	-2.8	25	-0.4	0.8	-3	0.2	10	1	-6.2
Cc1ccc(SCCC(=O)NC(C(C)C)C(C)C)cc1	/	1	-4.6	1.2	-3	-1.8	-1	-2	-3.3
CCOc1ccc2c(c1)S/C(=C\c1cccs1)C(=O)N2	-3.3	11	6.0	2.8	6	0.1	0	-8	-1.0
Cc1cc(C)c(C#N)c(=N)o1	/	0	1.8	23	3	0.2	12	1	-0.1
CN(CCNC(=O)Cn1c(=O)sc2ccccc21)Cc1ccccc1	-1.1	11	1.2	-1.1	-11	-0.7	5	-5	-0.3
Cc1cc(N2CCN(c3ccccc3)CC2)nc(-c2ccccc2)n1	-3.3	4	-1.6	-0.2	-9	-0.8	1	-8	1.1
O=C(Nc1cccc(-c2cccc(F)c2)c1)C1CCN(Cc2ccc(CO)o2)CC1	-1.8	9	-1.2	-0.4	-6	1.3	3	0	-6.7
O=C(CN1C(=O)NC2(CCCCCC2)C1=O)Nc1ccc(Br)cc1Br	2.0	1	1.4	0.2	-9	-0.6	-1	-2	-2.1
CCOc1ccc2nc(NC(=O)c3cnccn3)sc2c1	-0.2	0	-0.4	0.2	-14	-0.4	1	4	-0.6
COc1ccccc1-c1cc(C(=O)N/N=C/c2ccoc2)c2ccccc2n1	-0.2	22	0.7	-0.6	-3	-0.4	4	-7	-2.9
Cc1ccc(-c2nn(C(C)(C)C)c3ncnc(N)c23)cc1	-1.6	11	-0.8	263*	-4	0.5	11	0	-4.3
CN1CCC(OC(=O)c2ccccc2Cl)CC1	/	7	0.3	2.5	-3	-0.4	0	-1	-0.9
COc1ccc(CCNC(=S)NC(=O)/C=C/c2ccc(C)cc2)cc1OC	-3.1&0.0	18	-0.6	-0.7&0.4	-4	-1.4	1	-5	-0.4
C[C@@H]1CN([C@@H](C)CO)C(=O)CCCn2nncc2CO[C@@H]1CN(C)S(=O)(=O)c1ccc(Oc2ccccc2)nc1	0.5&-0.6	-8	/	/	-1	0.2	1	4	-1.1
CN(C)S(=O)(=O)c1ccc(NC(=O)CNc2cc(S(=O)(=O)N3CCCC3)ccc2OCC(F)(F)F)cc1	-2.6	-9	-0.4	0.9	0	-0.1	4	0	-4.2

Given with values under each structure: 15 of the compounds above.
Values run as follows: BioA inh | GDH-TPI inh | UGM FP inh | PfHsp40 rescue | BoNT-F LC inh | BoNT A protease | Mtb FBA inh | Anthrax LF prot | FadD28 binding
- Cc1ccc(C2=NS(=O)(=O)N(C)C(C(=O)N(C)C3CCCCC3)=C2)cc1
  -2.8 | 25 | -0.4 | 0.8 | -3 | 0.2 | 10 | 1 | -6.2
- Cc1ccc(SCCC(=O)NC(C(C)C)C(C)C)cc1
  / | 1 | -4.6 | 1.2 | -3 | -1.8 | -1 | -2 | -3.3
- CCOc1ccc2c(c1)S/C(=C\c1cccs1)C(=O)N2
  -3.3 | 11 | 6.0 | 2.8 | 6 | 0.1 | 0 | -8 | -1.0
- Cc1cc(C)c(C#N)c(=N)o1
  / | 0 | 1.8 | 23 | 3 | 0.2 | 12 | 1 | -0.1
- CN(CCNC(=O)Cn1c(=O)sc2ccccc21)Cc1ccccc1
  -1.1 | 11 | 1.2 | -1.1 | -11 | -0.7 | 5 | -5 | -0.3
- Cc1cc(N2CCN(c3ccccc3)CC2)nc(-c2ccccc2)n1
  -3.3 | 4 | -1.6 | -0.2 | -9 | -0.8 | 1 | -8 | 1.1
- O=C(Nc1cccc(-c2cccc(F)c2)c1)C1CCN(Cc2ccc(CO)o2)CC1
  -1.8 | 9 | -1.2 | -0.4 | -6 | 1.3 | 3 | 0 | -6.7
- O=C(CN1C(=O)NC2(CCCCCC2)C1=O)Nc1ccc(Br)cc1Br
  2.0 | 1 | 1.4 | 0.2 | -9 | -0.6 | -1 | -2 | -2.1
- CCOc1ccc2nc(NC(=O)c3cnccn3)sc2c1
  -0.2 | 0 | -0.4 | 0.2 | -14 | -0.4 | 1 | 4 | -0.6
- COc1ccccc1-c1cc(C(=O)N/N=C/c2ccoc2)c2ccccc2n1
  -0.2 | 22 | 0.7 | -0.6 | -3 | -0.4 | 4 | -7 | -2.9
- Cc1ccc(-c2nn(C(C)(C)C)c3ncnc(N)c23)cc1
  -1.6 | 11 | -0.8 | 263* | -4 | 0.5 | 11 | 0 | -4.3
- CN1CCC(OC(=O)c2ccccc2Cl)CC1
  / | 7 | 0.3 | 2.5 | -3 | -0.4 | 0 | -1 | -0.9
- COc1ccc(CCNC(=S)NC(=O)/C=C/c2ccc(C)cc2)cc1OC
  -3.1&0.0 | 18 | -0.6 | -0.7&0.4 | -4 | -1.4 | 1 | -5 | -0.4
- C[C@@H]1CN([C@@H](C)CO)C(=O)CCCn2nncc2CO[C@@H]1CN(C)S(=O)(=O)c1ccc(Oc2ccccc2)nc1
  0.5&-0.6 | -8 | / | / | -1 | 0.2 | 1 | 4 | -1.1
- CN(C)S(=O)(=O)c1ccc(NC(=O)CNc2cc(S(=O)(=O)N3CCCC3)ccc2OCC(F)(F)F)cc1
  -2.6 | -9 | -0.4 | 0.9 | 0 | -0.1 | 4 | 0 | -4.2

Other records follow.
Structure	BioA inh	GDH-TPI inh	UGM FP inh	PfHsp40 rescue	BoNT-F LC inh	BoNT A protease	Mtb FBA inh	Anthrax LF prot	FadD28 binding
CCN(Cc1ccncc1)C(=O)c1cc(COc2ccc(F)cc2F)on1	13	15	0.9	-0.1	5	2.1	3	-3	1.8
COc1cc(C)ccc1OCC(=O)OCC(=O)c1[nH]c(C)c(C(C)=O)c1C	/	9	0.1	0.5	-13	-0.8	-1	-4	-0.3
Clc1ccc(OCCn2ccnc2)c(Cl)c1	1.4	0	0.1	0.5	4	-0.7	0	-1	-0.8
CCCOc1ccc(-c2csc(NC(=O)CN3C(=O)CCC3=O)n2)cc1	/	12	-3.4	0.3	-4	-0.7	1	-2	-2.0
CC1=C(C#N)C(NC(=O)c2ccccc2Cl)(C(F)(F)F)C(=O)N1 (stereo unspecified)	-2.7	1	1.9	-1.7	-3	1.0	-1	3	-1.9
CC(C)c1ccc(NC(=S)N2CCCC(c3ccc(F)cc3)=N2)cc1	/	12	-1.8	-0.4	?	?	-1	-6	-1.5
CCCN(C(=O)CSCC(=O)Nc1ccc(OC)cc1)c1c(N)n(Cc2ccccc2)c(=O)[nH]c1=O	0.0	3	0.7	-1.8	9	3.4	4	-3	-1.5
CCCC(=O)Nc1nnc(SCC(=O)NCc2ccco2)s1	-2.6	10	/	2.0	0	1.2	-2	-3	-3.0
O=C(c1ccc2[nH]c(=O)c(=O)[nH]c2c1)N1CCN(Cc2ccccc2)CC1	1.4	9	2.0	0.2	3	-0.4	13	0	-3.4
Clc1cccc(-c2ccc(-c3nc4ccccn4c3NCc3ccccc3)cc2)c1	-0.2	15	/	9.9	-8	-0.8	40*	-9	-3.2
N#Cc1ccc(-c2csc(NNC(=O)c3ccc(Br)cc3)n2)cc1	/	11	-0.3	0.9	8	-0.2	0	-2	-5.3
Cc1ncc(C[n+]2csc(C)c2C)c(N)n1	/	8	1.5	-0.2	5	-0.2	4	-3	-1.6
COc1cc(/C=N/n2cc(-c3ccccc3)[nH]c2=S)cc(OC)c1O	1.6	26	-3.1	0.5	-3	-1.0	43*	-2	0.4
COc1ccccc1NC(=O)c1ccccc1SC	-0.5	9	-2.0	0.5	12	-0.1	-2	1	-3.6
Cc1cc(Nc2cccc(Cl)c2)nc(-c2ccccc2O)n1	-1.4	-2	-1.1	1.0	-29	-2.6	3	-14	-4.8
O=C(NCCc1ccccc1)C1CC(c2ccccc2O)=NO1 (stereo unspecified)	0.3	-1	-0.6	0.8	-3	-0.8	1	-5	-1.9
CCCOc1ccccc1C1CC(=O)Nc2cc3c(cc21)OCCO3 (stereo unspecified)	-2.9	0	0.0	-0.1	24	-0.4	-2	1	-0.7
CCCSc1ccc([C@H]2N[C@@](Cc3ccccc3)(C(=O)OC)[C@H]3C(=O)N(CC)C(=O)[C@@H]23)cc1	-3.4	7	0.5	-0.4	-6	0.2	3	7	-1.1
CC(C)c1ccc(NC2CCCN(C(=O)c3ccnc(Cl)c3)C2)cc1 (stereo unspecified)	-1.5	-1	-0.7	-1.0	-1	1.1	3	-2	0.5
COc1ccc(C2CC(c3ccccc3)=NN2C(=O)COC(=O)c2nc3nc(C)cc(C)n3n2)cc1 (stereo unspecified)	/	-3	-1.1	0.5	0	-0.4	0	-3	-2.8
Cc1cc(=O)[nH]c(SCC(=O)Nc2ccc(S(=O)(=O)N3CCOCC3)cc2)n1	/	-3	-1.0	0.0	16	3.0	1	8	-4.0
CCOC(=O)Cc1csc(NC(=O)COc2c(C)cccc2C)n1	/	-5	-2.5	-0.6	-3	-0.6	1	-4	-3.3
COc1ccc(OCc2nnc(SCC(=O)N3CCCC3)o2)cc1	-1.7	4	1.3	-0.3	12	0.7	1	9	-3.3
COc1ccc(C(=O)Nc2cc(C)ccc2NC(=O)COc2ccccc2)cc1	-3.0	7	-0.4	-0.6	-13	0.1	3	-10	-0.3
O=c1[nH]c2cc(Cl)cc(Cl)c2[nH]c1=O	-2.6	14	-0.1	0.1	3	2.1	9	-4	-1.1
COc1ccccc1N=C1SCCCN1C	/	-4	2.3	0.8	-9	-2.1	0	-3	-0.1
O=C(CCNC(=O)c1ccc(Br)cc1)NCc1cccnc1	-0.1	-10	3.3	0.1	?	-6.8	3	-4	-1.8
Cc1noc(C)c1COc1ccccc1C(=O)N(C)Cc1ccco1	-1.0	-5	0.6	-0.7	-1	-1.6	-3	-12	/
COc1ccc(NC(=O)CN(C)S(=O)(=O)c2ccc3c(c2)CCCN3C(C)=O)cc1	-2.1	18	-2.1	-0.4	-5	-2.7	3	-4	-0.5
O=C(c1ccc(Oc2cc(Cl)cc(Cl)c2)o1)N1CCCCC1	1.2	12	4.6	1.6	-11	-1.1	3	-9	-3.2
CC(C)c1nnc(NC(=O)CCC(=O)NC2CCCc3ccccc32)s1 (stereo unspecified)	1.5	0	0.0	0.5	-5	0.0	-4	1	-0.8
CC(O)CNCCNCc1c(OCc2ccccc2)ccc2ccccc12 (stereo unspecified)	/	16	5.6	-0.6	-24	-2.3	0	-5	-0.4
N#Cc1ccc(S(=O)(=O)NC2CC2)cc1	-1.5	5	-1.7	0.5	-1	1.5	3	2	-2.5

Screening data as filed in PubChem.
